Bioassay records: PubChem BioAssay, National Center for Advancing Translational Sciences (NCATS)
Nrf2 ARE act: activators of Nrf2 (ARE) signaling; AREc32 ARE-luciferase reporter (MCF7-derived line), luminescence, 24 h; Potency, µM (series often up to 46.1 µM), inactives show at the highest dose activation, hits mostly activators; actives 0.31% (n = 410,000); AID 624171; further: potency means the concentration at half of the fitted maximal effect; % of control where 0% means no effect; nearly all actives have a fitted effect of over 65% in size
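AREc32 cells carrying an ARE-driven firefly luciferase reporter were seeded at 1000 cells/well in OPTI-MEM with 5% FBS, then exposed to compound for 24 hr at 37 deg C. Luminescence was read with Steady-Glo after 30 min at RT.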
TGFb inhibitor: blocks TGF-b signaling. HepG2 CAGA-GFP TGF-b/SMAD3 reporter, GFP fluorescence, 18 h; TGF-beta stimulated, 500 pg/mL final. Potency, µM (series often up to 46.1 µM), without a hit: at the highest dose activity, negative = inhibition, hits mostly inhibitors. actives 1.2% (n = 410,000). AID 588855; further: potency means the concentration at half of the fitted maximal effect; on the % scale 0 is the no-effect control and ±100 the full control effect; nearly all actives have a fitted effect of over 65% in size
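Using HEPG2 CAGA-GFP reporter cells at 1000 cells/well, we pinned test compounds, stimulated with recombinant TGF-beta (500 pg/mL final) and measured total well GFP after 18 h.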
pAkt inh: blocks phosphorylation of Akt; activity change, % for hits at 50 µM; actives 0.32% (n = 360,000); Neuro2A IGF-stimulated pAkt S473 HTRF, 20 min; hits give low values; in the data active means activity change below about -80%; inconclusive means mostly about -51% to -80%; further: on the % scale 0 is the no-effect control and ±100 the full control effect
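Single-point screen (50 µM final compound) in Neuro2A cells stimulated 20 min with 6 nM IGF at 37 deg C. After lysis, Ser473-phosphorylated Akt read by HTRF (ex 330 nm, em 615/665 nm) as the 665/615 ratio.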
HepG2 tox: kills HepG2 cells in TGF-b inhibitor counter-screen. actives 0.76% (n = 410,000). HepG2 CAGA-GFP viability, ATP luminescence, 18 h. Potency, µM (highest dose often 46.1 µM), without a hit: at the top dose activity change, negative = cytotoxicity, most hits filed as cytotoxic; further: potency means the concentration at half of the fitted maximal effect; some results filed as inactive show a strong effect at the top dose
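CellTiter-Glo luminescence gave cytotoxicity after 18 hours at 37 degrees C. The cells were HepG2 CAGA-GFP in 1% FBS DMEM, stimulated with 500 pg/mL TGF-beta after compound addition. %Activity was normalised to no-cell wells (complete cell-killing) and DMSO (no toxicity), and curves were fitted and classified.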
MmCpn inh: inhibitors of Methanococcus maripaludis chaperonin (MmCpn); purified Mm-Cpn ATPase, ADP Transcreener TR-FRET; AID 504842; actives 0.031% (n = 330,000); Potency, µM (top dose mostly 76.9 µM), for inactives: top-dose activity, negative = inhibition, usual class: inhibitors; further: potency means the concentration at half of the fitted maximal effect; on the % scale 0 is the no-effect control and ±100 the full control effect; nearly all actives have a fitted effect of over 80% in size
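Compound-treated chaperonin, 25 nM final, turns over 10 uM ATP at 37°C for 30 min following a 10 min preincubation; ADP generated competes with ADP-d2 for Eu-cryptate antibody, lowering FRET.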
CCT modulator: cytosolic chaperonin activity modulation | purified chaperonin ATPase assay, HTRF ADP detection, 30 min | activity change, % (test concentration not listed), hits read low | actives 0.3% (n = 360,000) | AID 651819; in the data active means activity change below about -30%; further: on the % scale 0 is the no-effect control and ±100 the full control effect
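First, chaperonin was dispensed at 40 nM or 20 nM final depending on batch activity. Next, compounds were pinned at 76 uM and ATP added at 10 uM. After 30 min at 37 °C, ADP detection reagents ran 30 min at ambient temperature.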
A549 tox: kills or reduces viability of A549 cells in Nrf2 counter-screen. actives 0.16% (n = 390,000). A549 ARE-Fluc cells, CellTiter-Fluor viability, 18-24 h. Potency, µM (doses to about 46 µM), for the others: top-dose activity change, negative = cytotoxicity, most hits filed as inhibitors. AID 504648; further: potency means the concentration at half of the fitted maximal effect; on the % scale 0 is the no-effect control and ±100 the full control effect
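Cytotoxicity counterscreen: CellTiter-Fluor fluorescence was measured in A549 ARE_Fluc cells after 18-24 h of compound exposure in a concentration series. The subsequent BugLite luminescent read reports ARE-luciferase activity.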
Nrf2 inh: Nrf2 pathway inhibition. A549 ARE-Fluc reporter, luciferase luminescence, 18-24 h. Potency, µM (highest dose often 46 µM), for the others: top-dose activity change, negative = inhibition, hits mostly inhibitors. actives 2.1% (n = 360,000); further: potency means the concentration at half of the fitted maximal effect; on the % scale 0 is the no-effect control and ±100 the full control effect; nearly all actives have a fitted effect of over 60% in size
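Concentration-response testing used A549 ARE_Fluc cells at 5000 cells/well. Following an 18-24 h compound incubation, viability was read by fluorescence (Ex 405/Em 525) and luciferase output by luminescence.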
ATXN viability: cell viability loss in ATXN counter-screen; Potency, µM (doses to about 56.7 µM), usual class: cytotoxic; actives 0.49% (n = 400,000); S2 cells (HEK-293 line with an ATXN2-luciferase reporter) viability, CellTiter-Fluor protease fluorescence, 24 h; further: potency means the concentration at half of the fitted maximal effect; nearly all actives have a fitted effect of over 40% in size
Active calls of the source: *; i = inactive; ? = inconclusive; . = not tested or not shown; & = joins results of further samples; [ ] = dose if it differs, or a comment. Unless noted, the call rests on the fitted dose curve; in most records, active means well fitted curve in the direction sought with a large enough effect; inconclusive means small, poorly fitted or top-dose-only effect, or another doubt; inactive means no such curve, though single readings can be large; an effect the other way counts as inactive or inconclusive.

smiles	CCT modulator	pAkt inh	MmCpn inh	Nrf2 inh	ATXN viability	HepG2 tox	Nrf2 ARE act	A549 tox	TGFb inhibitor
Nc1cc(N)nc(SCCc2ccccc2)n1	-4.0	i	1.6%	6.6%	i	5.8%	2.1%	5.9%	-11.4%
CNC(=O)c1[nH]cnc1C(=O)Nc1ccccc1	0.3	i	-2.1%	8.6%	i	-7.2%	7.1%	-3.2%	?
O=C(/C=C/c1c(F)cccc1Cl)NCCCN1CCOCC1	1.2	i	1.7%	-2.1%	i	5.3%	1.1%	1.3%	-1.2%
O=C1C(=O)N(C2CCN(C(=O)c3ccccc3Cl)CC2)CCN1Cc1ccc(F)cc1	.	.	.	17.1%	i	-1.1%	0.1%	9.0%	-4.5%
NC(=O)C1CCN(c2ccc(C(F)(F)F)cn2)CC1	3.4	i	-2.4%	11.6%	i	-0.2%	0.3%	-1.4%	-5.0%
COCCn1c(N)c(N(Cc2ccccc2)C(=O)C2CCCCC2)c(=O)[nH]c1=O	2.4	i	0.5%	4.8%	i	6.1%	0.9%	0.4%	8.2%
COc1ccc(N(C)C(=O)c2cc3c(s2)-c2ccccc2S(=O)(=O)C3)cc1	0.6	i	-0.4%	-25.7%	i	-0.5%	-0.7%	-5.1%	?
O=C1CCC(=O)N1CCCCCc1nc(-c2ccccc2)no1	-4.6	i	0.6%	.	i	-1.2%	8.4%	0.5%	13.1%
O=C(CCC1CCCC1)N1CCN(C(=O)c2cccnc2)CC1	0.1	i	-2.1%	21.6%	i	7.7%	-0.1%	-3.2%	?
CC1CCCC(NC(=O)COC(=O)COc2ccc(Br)cc2)C1C (stereo unspecified)	1.4	i	1.4%	1.5%	?	-34.9%	-0.5%	-4.6%	-19.6%
COC(=O)C1=C(C)Nc2c(c(=O)n(C)c(=O)n2C)C1c1cccnc1 (stereo unspecified)	-2.0	.	-0.3%	-7.6%	i	6.4%	0.9%	-1.6%	8.2%
COc1ccccc1/C=C(/C(=O)OCC(=O)Nc1ccc(N(C)C)cc1)c1ccccc1	-2.6	i	0.3%	12.2%	i	-37.9%	3.0%	19.6%	0.0%
NCCCC[C@@H]1NC(=O)[C@H](CCC(=O)O)NC(=O)c2cc([N+](=O)[O-])cc(I)c2SC[C@@H](C(=O)NCC(N)=O)NC1=O	-3.3	i	-0.7%	0.7%	i	-0.9%	-0.3%	-0.5%	9.4%
O=C(Nc1ccccc1N1CCOCC1)C1=NN(c2ccccc2)C(=O)CC1	5.0	i	-4.0%	?	i	0.0%	-0.3%	1.7%	?
CN(CC(=O)Nc1ccc(OC(F)(F)F)cc1)C(=O)Cc1ccc2c(c1)CCC2	1.8	i	-0.7%	-19.2%	i	-25.3%	0.6%	-8.3%	-9.4%
CCOc1ccc(N2CC(NC(=O)C3CCCC3)CC2=O)cc1 (stereo unspecified)	.	.	.	.	.	7.2%	-1.4%	-0.6%	-1.4%
CC1C(Br)C(=O)NC(=O)N1Cc1ccccc1 (stereo unspecified)	0.5	i	0.9%	-3.4%	i	-1.9%	-0.2%	1.7%	-12.2%
CCOC(=O)c1c(C)n(C)c2ccc(OCC(O)CN3CCCCCC3)cc12 (stereo unspecified)	0.2	i	3.3%	17.7%	17.8µM*	-35.8%	-3.9%	?	-16.1%
CC(=O)Nc1ccc(CN2CCC(Oc3ccc(C(=O)N4CCCC4)cc3)CC2)cc1	-0.6	i	-3.8%	-1.2%	?	8.1%	-0.4%	-18.1%	?
CCn1c(SCC(=O)N2CCCC(C)C2)nnc1-c1ccc(S(=O)(=O)N2CCN(C)CC2)cc1 (stereo unspecified)	-0.2	i	1.8%	-1.1%	i	-10.4%	-0.7%	3.8%	2.0%
COc1ccc(NC(=O)Cn2nnc(C(=O)NCCc3ccc(OC)c(OC)c3)c2N)c(OC)c1	-2.4	i	-3.0%	2.5%	i	-15.4%	-0.4%	-2.8%	-8.6%
Cc1ccc(-c2noc(CCC(=O)NCC3CCN(Cc4cccc(C)c4)CC3)n2)cc1	0.9	i	-0.9%	.	i	-13.6%	6.7%	?	0.5%
CC(=O)n1cc([C@@H]2C=C(C(=O)N3CCOCC3)O[C@H](OCc3ccc(CO)cc3)C2)c2ccccc21	-0.3	i	.	?	i	-3.4%	-0.6%	0.9%	-8.5%
O=[N+]([O-])c1cccc(-c2noc3c2-c2nc(Cc4cccc5ccccc45)sc2CC3)c1	-2.9	i	0.0%	29.1%	i	20.9%	2.4%	7.6%	1.0%
COc1cc(NC(=O)COC(=O)Cc2ccc(-c3ccccc3)cc2)cc(OC)c1	1.9	i	-3.2%	1.3%	i	-8.0%	2.2%	13.4%	-2.4%
CC(Sc1nnc(-c2ccccc2Br)o1)C(=O)N1CCOCC1 (stereo unspecified)	0.5	i	-4.6%	-3.6%	i	-2.5%	4.6%	-0.4%	14.5%
Cc1ccc(-c2ccc(=O)n(Cc3ccc(F)cc3)n2)cc1	2.2	i	-3.0%	?	i	-32.3%&-33.0%	0.3%&2.5%	1.2%&-4.5%	?
O=C(COc1ccc(Cl)cc1)NCCCNC(=O)c1ccncc1	-4.4	i	-1.3%	3.1%	i	-37.6%	-0.1%	2.0%	?
CCc1cc(SC#N)cc(CC)c1NC(=O)CCl	1.8	i	1.6%	?	?	-81.3%	?	?	7.94µM*
COc1ccc(C2=Nn3c(nc4sc(C(=O)Nc5cccc(C)c5)c(C)c4c3=O)SC2)cc1	.	.	.	10.8%	.	-25.3%	0.8%	-1.2%	-1.0%
C=CCNC(=O)/C(=C/c1cccc([N+](=O)[O-])c1)NC(=O)c1ccccc1	-0.7	i	-2.6%	23.8%	i	11.6%	0.4%	-9.6%	2.6%
CCOC(=O)C1(C(F)(F)F)N=C(C(F)(F)F)Nc2cc(C)c(C)cc21 (stereo unspecified)	1.1	i	-1.3%	-10.1%	i	9.1%	1.0%	1.0%	-11.0%
O=C(Nc1ncc(Cc2ccccc2Cl)s1)c1ccc(-c2cccc([N+](=O)[O-])c2)o1	-1.0	i	0.0%	16.4µM*	i	-2.2%	-0.6%	11.3%	-8.7%
Cc1nc2nc(SCC(=O)NC(C)c3ccccc3)nn2c(C)c1Cc1c(F)cccc1Cl (stereo unspecified)	.	.	.	-8.7%[9.27 µM]	i	-1.4%	0.5%	0.0%	0.0%
O=C(CN1CCCCC1)N1CCN(c2ccccc2)CC1	0.4	i	-0.8%	-1.2%	i	2.5%	-0.9%	-1.4%	1.4%
C/C(N)=C(/C#N)C(=O)CSc1nnc(NC(C)C)s1	2.0	i	0.6%	?	i	3.4%	2.5%	8.3%	0.1%
Fc1ccc2c(c1)C(c1cccnc1)=NNC(c1cccs1)=N2	-1.6	i	1.2%	-9.5%	i	-10.9%	0.4%[9.22 µM]	-11.1%	-12.5%
Cc1cccc(CCNC(=O)C2CCC(=O)N(Cc3ccccc3F)C2)n1 (stereo unspecified)	-3.0	i	.	5.5%	i	-24.8%	0.1%	-5.4%	?
O=c1c2ccccc2ncn1-c1ccccc1C(F)(F)F	1.9	i	-2.0%	6.6%	i	4.9%	-0.2%	-0.9%	26.0%
COC(=O)c1ccc(C2c3c(n[nH]c3C)C(=O)N2c2ccc(C)cc2)cc1 (stereo unspecified)	-2.6	i	0.4%	?	i	-10.0%	-0.4%	-6.4%	-3.9%
Cc1c(C(=O)O)sc2nc(C)n(C)c(=O)c12	7.9	i	1.1%	9.2%	i	-7.4%	0.0%	12.5%	3.4%
Cn1c(CNC(=O)CNC(=O)Cc2ccccc2)cc(=O)n(C)c1=O	0.0	i	-1.0%	1.7%	i	5.9%	-1.3%	0.1%	0.8%
CN(C)C(=S)Nc1cccc(C(F)(F)F)c1	-1.4	i	-0.3%	8.3%	i	75.3%	-0.3%	8.7%	0.0%
Cc1nc2cc(Cl)ccc2n1CCO	2.1	i	0.8%	-22.3%	i	11.7%	0.1%	-14.1%	-4.9%
CN(C)C(CNC(=O)Nc1cccc(Cl)c1)c1cccnc1 (stereo unspecified)	-1.3	i	0.7%	16.6%	i	-20.0%	0.2%	-6.8%	-5.0%
COc1ccc(-c2noc(C3CCCN(C(=O)c4cccc(C)c4)C3)n2)cc1 (stereo unspecified)	-0.5	i	0.2%	?	i	-21.9%	1.2%	0.5%	?
Cc1cc(C(=O)Cn2cc(C(F)(F)F)ccc2=O)c(C)n1-c1ccccc1	1.0	i	-3.0%	-9.4%	i	-32.6%	-0.3%	-14.0%	-9.5%
Cc1ccc(S(=O)(=O)NC(=O)Nn2c(C)nnc2C)cc1	0.2	i	-0.8%	-3.0%	i	0.9%	0.0%	-10.7%	-17.1%
CSc1ccccc1OCc1cc(C(=O)NC(C)c2cnn(C)c2)no1 (stereo unspecified)	-3.7	i	-18.3%	?	i	-20.0%	3.0%	11.4%	-14.4%
CC(=O)c1cccc(NC(=O)CSc2ccc(-c3sc(C)nc3C)nn2)c1	-1.0	i	-7.5%	-15.3%	?	0.0%	6.6%	2.0%	-11.6%
Clc1ccc(C=Cc2ccccn2)cc1	0.2	i	.	?	i	-11.6%	8.91µM*	2.9%	0.1%
CCOc1cccc(CN2CCC(N3CCC(C(=O)NCC4CCCO4)CC3)CC2)c1 (stereo unspecified)	-0.6	i	-1.9%	-6.9%	i	-11.6%	-1.5%	-2.7%	2.7%
COc1cc2c(cc1OC)C(c1cc3ccccc3oc1=O)=NC(C)(C)C2	-1.5	i	-2.4%[15.4 µM]	2.5%	i	-17.4%	5.7%	-19.7%	-4.0%
